MEP2 TOR yeast – modulators of MEP2-GFP levels in yeast, primary screen, S. cerevisiae, multiplex flow cytometry, MLPCN library. S. cerevisiae MEP2-GFP strain, 3 h; 100% = DMSO control level. GFP response vs DMSO, % at 10 µM. 0.51% of 330,000 active;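 active means GFP response versus DMSO above a set limit, roughly screen mean plus 3 SD, cut at about 180% in these data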;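 further: median GFP fluorescence of the barcode-gated MEP2-GFP cells per well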
RPL19A-GFP yeast – RPL19A-GFP expression modulators in yeast, primary screen, cell-based, S. cerevisiae, multiplex flow cytometry, MLPCN; 0.3% of 330,000 active; S. cerevisiae RPL19A-GFP strain, 3 h; active compounds read low; AID 2025, 2009; percent response vs DMSO, % at 10 µM;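 active means percent response vs DMSO below 50%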;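 further: median channel GFP fluorescence of the barcoded RPL19A-GFP strain; ratio of sample median GFP to plate DMSO average so 100% = DMSO; lower means less RPL19A-GFP as with rapamycin TOR inhibition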
LAP4 TOR yeast – modulators of LAP4-GFP expression in yeast, primary screen, S. cerevisiae, multiplex flow cytometry, MLPCN library; 3 h; median GFP as percent of DMSO wells; GFP response vs DMSO, % at 10 µM; 0.34% of 320,000 active;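 active means GFP response vs DMSO above a set limit, about the screen mean plus 3 SD, cut at about 150% in these data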
* marks the source's active call; other numbers are inactive results.

SMILES | MEP2 TOR yeast | RPL19A-GFP yeast | LAP4 TOR yeast
COc1ccc(-c2nn(CCC#N)cc2C(=O)Nc2cccc([N+](=O)[O-])c2)cc1OC | 107 | 104 | 100
C#CC1(O)CCC2C3CCC4=C/C(=N/OCC(=O)NCC(=O)NC(C(=O)O)C(C)C)CC[C@]4(C)C3CC[C@@]21C (stereo partly specified) | 107 | 103 | 99
O=[N+]([O-])c1ccccc1CN1CC=C(c2ccc(F)cc2)CC1 | 102 | 102 | 95
CCOc1ccc(C(C)=O)cc1Cn1ccsc1=N | 108 | 111 | 96
CN1CCN(Cc2cc(=O)n3ccsc3n2)CC1 | 98 | 102 | 82
O=C(C[N+]12CCC(CC1)C(O)C2)c1ccc(Br)cc1 (stereo unspecified) | 106 | 110 | 93
COc1ccc(CN2CCNCC2)cc1 | 104 | 102 | 96
Cc1cccc(C)c1N1CCN(c2c(C)cccc2C)CC1 | 106 | 105 | 102
COc1cccc(-c2nn(CCC#N)cc2C(=O)Nc2ccccc2Cl)c1 | 107 | 101 | 97
CCOc1ccc(C(C)=O)cc1Cc1c(O)[nH]c(=S)[nH]c1=O | 108 | 99 | 99

One compound at a time, as listed above:
Results for Cc1cccc(C)c1N1CCN(c2c(C)cccc2C)CC1 = MEP2 TOR yeast = 106; RPL19A-GFP yeast = 105; LAP4 TOR yeast = 102
Results for O=C(C[N+]12CCC(CC1)C(O)C2)c1ccc(Br)cc1 (stereo unspecified) = MEP2 TOR yeast = 106; RPL19A-GFP yeast = 110; LAP4 TOR yeast = 93

Part of the list above in order of molecular weight, highest first.
SMILES | MEP2 TOR yeast | RPL19A-GFP yeast | LAP4 TOR yeast
COc1ccc(-c2nn(CCC#N)cc2C(=O)Nc2cccc([N+](=O)[O-])c2)cc1OC | 107 | 104 | 100
O=C(C[N+]12CCC(CC1)C(O)C2)c1ccc(Br)cc1 (stereo unspecified) | 106 | 110 | 93
CCOc1ccc(C(C)=O)cc1Cc1c(O)[nH]c(=S)[nH]c1=O | 108 | 99 | 99

Screens: PubChem BioAssay, NMMLSC

An excerpt; rates above refer to the full screens.
